Source: PubChem BioAssay
rCAG binder – molecules binding r(CAG) RNA repeats; r(CAG) RNA repeat, TO-PRO-1 dye displacement fluorescence; inhibition, % at 3 µM; 1.3% of 370,000 active;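 active means inhibition above the plate cutoff, the mean of all test compounds on that plate plus 3 SD, cut at about 35% in these data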;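 further: 0% = DMSO alone and 100% = 100 µM mitoxantrone as full dye displacement; higher means more dye released from RNA so lower well fluorescence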
GC-A act – GC-A (human) enzyme activation; HEK293 GC-A cells, cGMP TR-FRET, EC30 ANP; 0% at EC30 ANP, 100% saturating ANP; activation, % at 10 µM; 0.14% of 370,000 active; AID 1671463; in the data active means activation above about 40%
MBD2 DNA inh – MBD2-methylated oligo binding inhibition; TR-FRET, MBD2 binding to methylated oligonucleotide; inhibition, % at 4.4 µM; 0.31% of 370,000 active; in the data active means inhibition above about 13%
SIAE primary – inhibitors of human sialic acid acetylesterase SIAE; Q9HAT2; AID 1053197; SIAE FP-Rh probe binding, fluorescence polarization; 0.69% of 370,000 active; inhibition, % at 9.66 µM;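 active means inhibition above a cutoff: mean of compounds within the control limits plus 3 SD of those, cut at about 17% in these data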;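 further: 0% = plate median of compound wells and 100% = probe without SIAE protein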
TCR CD3 inh – inhibitors of human TCR-CD3 interaction | 0.37% of 360,000 active | inhibition, % at 9.4 µM | AID 651800 | TAMRA-labeled TCR probe fluorescence, biochemical; in the data active means inhibition above about 19%;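 further: recombinant mutant TCR 2C K166C tagged with TAMRA read by polarization; 0% = receptor in buffer alone and 100% = receptor with positive control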
UHRF1 binding – UHRF1 methyl-DNA binding inhibition. 0.75% of 370,000 active. UHRF1 binding to methylated oligo, TR-FRET. inhibition, % at 4.4 µM; in the data active means inhibition above about 21%;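 further: UHRF1 SRA domain binding a hemimethylated CpG hairpin DNA probe; 0% = median of test compound wells and 100% = reference inhibitor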
Target sequence (Q96T88 whole entry, looked up, the tested form may be a part): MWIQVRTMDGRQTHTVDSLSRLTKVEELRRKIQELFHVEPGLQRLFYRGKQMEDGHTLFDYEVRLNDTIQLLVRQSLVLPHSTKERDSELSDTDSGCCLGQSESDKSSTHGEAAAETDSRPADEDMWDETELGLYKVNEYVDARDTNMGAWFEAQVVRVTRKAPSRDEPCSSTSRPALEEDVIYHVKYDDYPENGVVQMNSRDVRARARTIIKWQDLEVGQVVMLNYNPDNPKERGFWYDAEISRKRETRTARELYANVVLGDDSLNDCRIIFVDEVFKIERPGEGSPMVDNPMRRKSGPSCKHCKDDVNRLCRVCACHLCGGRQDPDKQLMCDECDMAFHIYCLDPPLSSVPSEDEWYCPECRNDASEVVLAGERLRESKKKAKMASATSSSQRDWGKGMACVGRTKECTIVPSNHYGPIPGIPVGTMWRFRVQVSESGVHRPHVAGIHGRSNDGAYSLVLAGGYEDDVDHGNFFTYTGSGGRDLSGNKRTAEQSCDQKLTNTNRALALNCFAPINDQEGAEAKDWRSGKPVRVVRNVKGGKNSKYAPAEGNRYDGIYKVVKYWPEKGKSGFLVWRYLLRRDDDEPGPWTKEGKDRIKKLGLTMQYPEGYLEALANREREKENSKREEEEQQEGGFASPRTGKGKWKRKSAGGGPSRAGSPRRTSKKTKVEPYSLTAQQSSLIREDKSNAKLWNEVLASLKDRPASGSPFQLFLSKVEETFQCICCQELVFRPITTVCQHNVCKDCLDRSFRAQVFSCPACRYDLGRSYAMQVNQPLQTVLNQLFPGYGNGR
PRMT1 FP inh – PRMT1 (human) inhibition, primary screen. Q99873. recombinant PRMT1, activity-based probe fluorescence polarization. inhibition, % at 2.79 µM. 1.3% of 370,000 active. AID 652257;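 active means inhibition above about 21% made by adding two undisclosed values, limit read from the data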
ABHD4 inh – inhibitors of mouse ABHD4; Q8VD66; purified mABHD4, FP-Rh probe fluorescence polarization; inhibition, % at 8.92 µM; 0.54% of 370,000 active;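 active means inhibition exceeding the mean over every tested compound plus 3 SD, cut at about 30% in these data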;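 further: 0% = plate median of compound wells and 100% = S159A mutant with DMSO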
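System: mouse ABHD4 enzyme, wild type / Medium: HEPES pH 7.0, NaCl, Pluronic buffer / Reagent: FP-Rh activity-based fluorescent probe / Control set: S159A mutant high control, sample median low control / Detection: fluorescence polarization with parallel and perpendicular emission, 525/598 nm / Schedule: 45 min + 60 min at 25 °C / Compound dosing: 8.92 µM, single dose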
HTRA1 inhibitor – blocks human HTRA1 serine peptidase; Q92743; inhibition, % at 5.96 µM; 0.5% of 340,000 active; recombinant HTRA1, FP-rhodamine activity-based probe, fluorescence polarization; in the data active means inhibition above about 36%;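 further: 0% = enzyme with DMSO and 100% = wells lacking enzyme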
NPR2 activator – GC-B (human) receptor activation; HEK293-GC-B cells, CNP EC30, cGMP TR-FRET; 0% at EC30 CNP, 100% saturating CNP; activation, % at 10 µM; 0.11% of 370,000 active; AID 1920062;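 active means activation at 10 µM reaching about 35% in either raw or pattern-adjusted values, limit read from the data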
* hit, by the source's call; . = no result given. This is a subset (hit frequency here may not be typical).

SMILES	rCAG binder	GC-A act	MBD2 DNA inh	SIAE primary	TCR CD3 inh	UHRF1 binding	PRMT1 FP inh	ABHD4 inh	HTRA1 inhibitor	NPR2 activator
COc1ccc(CN2CCN(S(=O)(=O)c3ccc(C)cc3)CC2)cc1Br	-2.0	2.6	0.3	2.0	3.1	0.5	1.5	4.1	-10.8	4.5
O=C(CN1CCN(c2ccccn2)CC1)Nc1cc(F)ccc1F	-6.1	1.7	2.9	-3.7	7.7	-4.7	-1.7	-5.6	-2.7	-3.1
Cc1nn(C)c(C(=O)N/N=C/c2ccccn2)c1[N+](=O)[O-]	2.1	2.0	3.8	4.0	2.6	-0.2	0.5	-0.3	-4.7	-1.1
CCC(C)(C)C1CCc2c(sc(NC(=O)c3cccs3)c2C(N)=O)C1 (centres undefined)	8.7	-9.1	-1.9	1.1	-2.4	-0.3	-1.3	1.9	-6.2	-5.4
Cn1c(NCCOc2ccccc2Cl)nc2cc(-c3ccc(F)cc3)sc2c1=O	4.9	-6.7	-1.4	-18.2	1.8	-0.7	-3.0	-9.2	.	-6.0
COCc1cc(/C=N\NC(=O)COc2ccccc2)ccc1OC	0.0	-0.6	-0.2	-1.2	0.5	2.2	1.5	-8.4	-4.9	1.4
COCCNC(=O)Cn1nc(C(F)(F)F)c(Cl)c1C	-0.6	0.6	-5.7	1.5	-9.5	1.5	1.5	-1.8	7.9	6.7
O=C(CSc1ncccn1)NC1CCS(=O)(=O)C1 (centres undefined)	-2.7	3.2	2.6	3.2	-0.8	0.5	1.8	5.1	4.3	4.6
c1ccc2c(N3CCCCCC3)nc(-c3ccncc3)nc2c1	0.9	-0.1	2.4	-2.9	1.8	-0.9	-1.3	-9.3	-30.4	-10.2
O/C(=C\c1ccc2ccccc2n1)c1ccncc1	-6.3	-8.1	-3.5	2.7	2.6	-18.8	-2.6	2.9	-4.5	-4.0
O=C(CSc1ccc(-c2cccnc2)nn1)Nc1ccccc1	-2.8	0.8	0.6	-2.4	6.2	-0.8	-5.7	-2.9	3.1	-4.3
CC(C)c1ccc(OC[C@@H](O)CN2CCC(C(O)(c3ccccc3)c3ccccc3)CC2)cc1	3.4	-6.2	-3.3	2.7	.	-3.9	-2.7	10.3	.	-4.2
O=C1CCC([N+](=O)[O-])C(c2ccccc2Cl)N1 (centres undefined)	-0.6	6.8	7.2	1.2	-1.6	4.2	-1.6	-1.9	-15.0	-1.3
O=C(CSc1nc(Cc2ccccc2)nc2ccccc12)c1ccc2c(c1)OCCO2	6.0	6.2	1.7	-24.4	3.7	-4.3	-4.2	-5.6	-28.6	1.1
CN(CC#CCC(c1ccccc1)c1ccccc1)C(C)(C)C	-9.2	-25.0	3.1	0.3	7.3	-0.5	-4.8	7.7	-5.3	-11.2
O=C(N/N=C/C=C/c1ccccc1)c1ccccn1	5.6	2.1	-5.3	-1.1	4.5	-5.7	-3.6	-1.9	5.7	-1.3
[N-]=[N+]=NC[C@H](Cc1ccccc1)N1CC[C@@H](O)CCC1=O	-3.6	1.6	-4.0	-4.4	-0.6	-0.8	3.1	-0.2	12.9	2.1
COc1cccc(CNc2ccc(F)c(Cl)c2)c1OC	-6.0	-3.0	5.2	-1.2	-3.1	-1.3	1.0	0.7	-6.8	1.1
Cc1cc2nc(-c3cccc(Br)c3)c(CC(C)(C)C)n2c(C)c1Br	2.5	2.6	-2.0	-1.6	0.3	0.3	0.4	-0.3	.	-2.9
Cn1c(=O)[nH]c(=O)c2c1nc([N+](=O)[O-])n2Cc1ccccc1	0.2	15.0	2.5	-7.2	1.3	3.1	4.9	-5.7	-1.3	12.0
COc1ccc(-c2cc(N3C(=O)Nc4ccccc4N3O)n[nH]2)c(OC)c1	4.5	-4.6	-0.2	2.6	1.3	-7.7	-2.0	-1.5	4.3	-0.5
Cc1cc(NC(=O)c2c(F)cccc2F)n(-c2nc3ccccc3[nH]2)n1	9.4	10.6	1.4	-23.6	4.1	2.9	-3.5	-34.1	-7.0	12.2
C/C(CC(=O)NCc1ccco1)=N\NC(=O)Cc1cccc2ccccc12	5.7	3.9	-1.1	-1.1	2.4	-2.4	2.6	-0.1	-12.8	-8.4
O=C(NC1CCCCC1)NC1CCN(C(=S)NCc2ccco2)CC1	-2.7	-4.5	-4.6	-2.5	-2.9	0.4	-0.2	4.7	-6.9	-1.5
O=C(NNC(=O)C(O)(c1ccccc1)c1ccccc1)C1CC1	-1.5	-0.4	5.3	-9.6	-1.2	3.2	6.0	-13.4	5.4	0.2
(list continues)
SMILES	rCAG binder	GC-A act	MBD2 DNA inh	SIAE primary	TCR CD3 inh	UHRF1 binding	PRMT1 FP inh	ABHD4 inh	HTRA1 inhibitor	NPR2 activator
Cc1ccc(S(=O)(=O)CCC(=O)NCc2ccco2)cc1	0.8	0.1	-2.2	-0.9	-1.0	2.8	-0.1	-7.3	-2.1	0.2
CN1CCN(CCCNC(=O)c2cc3c(=O)oc4ccccc4c3s2)CC1	1.9	-0.6	-0.8	1.4	4.7	-6.2	-1.0	-3.3	5.7	-6.6
COC(=O)c1ccccc1N=Nc1c(N)n[nH]c1N	1.7	-3.7	-8.5	4.5	11.0	-8.2	0.2	2.8	4.1	-1.0
Cc1cc(N2C(=O)C(O)=C(C(=O)c3ccc(C)o3)C2c2cccc(Oc3ccccc3)c2)no1 (centres undefined)	30.9	3.8	0.8	-1.5	4.0	2.1	-2.3	-3.5	-1.0	-3.3
Cc1cc(/C=C2\SC(=Nc3ccc(N4CCOCC4)cc3)N(C)C2=O)c(C)n1-c1cccnc1	2.9	-3.7	-1.8	-3.4	-1.1	-2.9	-0.1	-4.2	8.9	-6.7
COc1ccc(/C(N)=N/OC(=O)c2ccco2)cc1	-1.5	-5.4	2.6	-7.3	6.7	-1.1	2.4	-0.8	-4.9	-1.1
CC(C)CN(C(=O)CSc1nc2ccccc2c(=O)[nH]1)c1c(N)n(CC(C)C)c(=O)[nH]c1=O	1.9	-0.6	24.7*	4.9	1.9	-1.5	2.3	0.4	0.3	1.2
COc1ccc(C2C(C(=O)c3cccs3)=C(O)C(=O)N2Cc2cccnc2)cc1OC (centres undefined)	-2.2	2.8	-8.7	-3.8	-1.9	-5.0	-0.8	3.3	5.0	1.9
COC(=O)c1ccc(C(=O)OC)c(NC(=O)COC(=O)C2CCC(C(C)(C)C)CC2)c1 (centres undefined)	4.9	-3.7	-3.9	-7.1	-1.6	-1.8	1.1	1.8	1.7	-3.7
CC(C(=O)Nc1nc(-c2ccc(F)cc2)cs1)N1C(=O)C2CC=CCC2C1=O (centres undefined)	4.9	24.8	-8.5	-7.4	8.2	-1.3	-0.9	1.2	-10.9	1.4
Cc1nn(CC(=O)NCc2cccnc2)c(C)c1[N+](=O)[O-]	-2.4	4.2	1.2	-0.6	-6.6	1.1	3.9	2.0	1.1	-1.3
O=C(c1ccc2c(c1)OCO2)N1CCC2(CC1)Oc1ccc(Cl)cc1C(=O)C21CC(c2ccccc2)=NO1 (centres undefined)	3.7	0.7	-3.8	2.0	-1.6	0.3	-0.9	5.3	-40.0	-3.4
COc1cccc(C(=O)c2ncc(C(F)(F)F)cc2Cl)c1	-0.6	2.5	2.5	-5.1	-8.3	4.4	5.3	-3.7	1.2	-4.1
CCCCN(CCCC)S(=O)(=O)c1ccc(OC)c2ncccc12	-4.4	-0.2	-3.2	4.2	5.4	-3.0	-1.8	-1.6	-7.7	-2.6
CCN(CC)CCNCC(O)(c1ccc(Cl)cc1)c1ccc(Cl)cc1	2.4	-42.0	-1.1	-1.6	-1.8	1.0	-1.4	0.0	-3.4	-13.4
O=C(c1cc([N+](=O)[O-])[nH]n1)N1CCSCC1	0.3	4.1	-0.6	-4.2	-9.2	1.6	0.3	1.6	0.7	-5.5
CCOc1cc2c(cc1OC)C(c1cccc([N+](=O)[O-])c1)NCC2 (centres undefined)	-1.9	5.6	1.4	-6.7	1.9	2.5	-3.8	0.3	0.8	2.2
Cc1ccc(CN(C)C(=O)c2cccc(S(=O)(=O)N3CCCC3)c2)o1	3.5	1.5	2.0	-0.3	3.7	-1.4	3.2	-3.1	3.8	2.6
Cc1c(Br)cccc1NC(=O)C1(C)CCN1Cc1ccccc1OC(F)F (centres undefined)	1.6	-3.6	-6.8	9.8	1.0	1.4	-1.1	-15.8	.	-5.5
CC(=O)N(c1nc(/C=C\C(=O)O)cs1)c1ccccc1F	0.8	2.9	-2.3	-0.3	-0.3	-0.8	2.7	4.8	6.8	4.7
O=C(CCCOc1ccccc1)Nc1cccc(S(=O)(=O)N2CCCCCC2)c1	3.1	-4.9	-2.5	-7.9	-0.4	-1.1	0.3	-11.3	-13.7	-2.1
CC(C)CC(C(=O)Oc1ccc2c3c(c(=O)oc2c1)CCC3)N1C(=O)c2ccccc2C1=O (centres undefined)	-0.4	-3.4	1.3	5.7	7.5	-3.5	-5.6	-14.1	-1.1	-3.2
COc1ccc(-c2occ(C(=O)O)c2C(=O)O)cc1	-1.6	5.4	-4.0	5.2	4.6	0.2	-0.4	-4.5	0.4	-2.9
CCCS(=O)(=O)N1CCCC(C(=O)NCCN2CCC(Cc3ccccc3)CC2)C1 (centres undefined)	-2.4	3.6	5.5	0.0	2.4	4.8	1.2	3.5	3.2	-2.9
C[C@@H]1CCCN1c1cccc2c1S(=O)(=O)N(C1CC1)CCCO2	5.9	-2.5	1.3	3.2	.	4.7	4.5	4.3	.	2.6
Further results:
SMILES	rCAG binder	GC-A act	MBD2 DNA inh	SIAE primary	TCR CD3 inh	UHRF1 binding	PRMT1 FP inh	ABHD4 inh	HTRA1 inhibitor	NPR2 activator
COC1CCCN(Cc2nc(Cc3ccccc3F)no2)C1 (centres undefined)	-0.3	1.2	-1.2	-2.6	2.9	0.4	0.4	1.7	-1.5	2.7
Cc1ccc(CN(C)C(=O)c2ccc(S(=O)(=O)N3CCCCCC3)cc2)o1	-6.1	-3.6	-4.6	17.3*	1.1	0.3	1.3	2.8	1.4	-1.3
COc1ccc(-c2csc(C3=C(O)CN(C(C)C)C3=N)n2)cc1OC	8.4	0.0	4.2	-8.5	-7.5	1.5	5.0	6.6	6.4	2.5
CCOC(=O)CC(=O)NC(CC(=O)OC)c1ccc(C(C)C)cc1 (centres undefined)	-2.1	.	1.7	-0.2	-6.5	0.9	-1.8	9.6	5.1	.
Cc1ccc(O)c(-c2cc(C(=O)Nc3cccnc3)[nH]n2)c1	5.5	0.7	-5.5	-2.1	6.6	0.8	-3.3	-21.1	-10.8	-5.8
O=C(c1cc(C2CC2)nn1-c1ccccc1)N1CCN(c2ccccn2)CC1	-6.3	-0.7	6.2	-0.5	-0.7	-1.6	1.5	6.0	1.0	0.1
COc1cc(OC)c(C(=O)CCCN2CCCC2)c(OC)c1	1.1	1.3	3.2	2.3	0.8	1.9	-2.5	4.0	3.4	0.5
COC(=O)c1cc(-c2ccc(C)c(C)c2)c(=O)n2c1CCC2	2.8	3.6	6.5	0.2	.	0.7	3.0	3.5	.	-3.8

Grouped by structure, those above with a CF3 group (2)
SMILES	rCAG binder	GC-A act	MBD2 DNA inh	SIAE primary	TCR CD3 inh	UHRF1 binding	PRMT1 FP inh	ABHD4 inh	HTRA1 inhibitor	NPR2 activator
COCCNC(=O)Cn1nc(C(F)(F)F)c(Cl)c1C	-0.6	0.6	-5.7	1.5	-9.5	1.5	1.5	-1.8	7.9	6.7
COc1cccc(C(=O)c2ncc(C(F)(F)F)cc2Cl)c1	-0.6	2.5	2.5	-5.1	-8.3	4.4	5.3	-3.7	1.2	-4.1
